From PubChem BioAssay
PglD DTNB = PglD (C. jejuni) enzyme inhibition. purified PglD enzyme, DTNB colorimetric CoA detection. AID 602405. actives 0.098% (n = 360,000). inhibition, % at 12.5 µM; in the data active means inhibition above about 16%, passing the limit was not always enough; inconclusive means no clear call, values can overlap the other calls; further: strong numbers were not always called active
ARNT TACC3 PPI = disruptors of human ARNT/TACC3 interaction | Q9Y6A5 | AlphaScreen His-ARNT PAS-B/GST-TACC3 binding, luminescence; TACC3 fragment carries E629A point mutation | inhibition, % at 9.99 µM | actives 0.66% (n = 390,000) | AID 623870;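 active means mean inhibition of replicates at least 50% and at least half of replicates each reaching 50%; inconclusive means half or more replicates reach 50% but mean below 50%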;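 further: 0% = complete ARNT plus TACC3 wells and 100% = ARNT alone without TACC3; many hits fall short of the cut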
esBAF inh = inhibitors of esBAF chromatin remodeling in mouse ES cells; actives 2% (n = 350,000); reporter increase, % at 12.5 µM; Bmi1-luciferase knock-in reporter, 24 h; 100% = twice the neutral-well signal; in the data active means activation above about 40%; inconclusive means no clear call, values can overlap the other calls;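 further: 0% = median of the plate's neutral control wells and 100% = double that signal; a rise in the Bmi1 reporter signal indicates esBAF inhibition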
E-sel inducer = induces E-selectin expression in human endothelial cells; AID 686992; P16581; activation, % at 7.58 µM; actives 0.37% (n = 260,000); HUVEC E-selectin immunofluorescence imaging; normalized: neutral wells 0, TNF-alpha wells 100;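 active means mean E-selectin-positive cell signal at least 10% of the positive control, reached in at least 60% of replicates, without over 20% cell loss; inconclusive means no rule given, readout overlaps actives, possibly toxicity-flagged; inactive means the rest, including those meeting only one limit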;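 further: in these data hits start at about 27%; measured in HUVEC primary endothelial cells; signal is the percent of cells scored E-selectin positive by PE staining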
Target sequence (P16581 whole entry, looked up): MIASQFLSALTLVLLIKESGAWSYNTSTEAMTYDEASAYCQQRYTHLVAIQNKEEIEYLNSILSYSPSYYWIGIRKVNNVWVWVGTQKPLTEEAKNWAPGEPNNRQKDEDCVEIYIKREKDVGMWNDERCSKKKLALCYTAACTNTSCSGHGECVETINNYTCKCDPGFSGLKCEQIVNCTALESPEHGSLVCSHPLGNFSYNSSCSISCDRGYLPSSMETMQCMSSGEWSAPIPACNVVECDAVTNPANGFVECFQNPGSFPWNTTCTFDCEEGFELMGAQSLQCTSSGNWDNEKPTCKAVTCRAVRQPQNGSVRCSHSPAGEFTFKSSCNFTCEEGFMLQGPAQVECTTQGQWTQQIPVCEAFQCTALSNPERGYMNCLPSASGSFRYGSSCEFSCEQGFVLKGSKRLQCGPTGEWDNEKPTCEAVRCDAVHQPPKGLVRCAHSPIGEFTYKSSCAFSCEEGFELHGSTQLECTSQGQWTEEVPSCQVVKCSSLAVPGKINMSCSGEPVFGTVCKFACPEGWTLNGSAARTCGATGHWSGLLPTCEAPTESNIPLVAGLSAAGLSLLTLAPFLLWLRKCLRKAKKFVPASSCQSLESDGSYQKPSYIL
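assay system = HUVEC, human umbilical vein endothelial cells | input = 3,000 HUVEC seeded per well | medium = EGM-2 growth medium on 0.1% gelatin-coated wells | dosing = one compound dose added by pin transfer | signal = immunofluorescence imaging | read-out basis = % PE-positive cells | control set = TNF-alpha, DMSO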
ERp5 block = ERp5 (human) disulfide isomerase inhibition. AID 651711. Q15084. ERp5 insulin aggregation, absorbance 650 nm, 90 min. actives 0.05% (n = 350,000). inhibition, % at 9.99 µM;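 active means mean replicate inhibition above about 25%, with every replicate also reaching it, limit read from the data, passing the limit was not always enough; inconclusive means only one of those two criteria met; inactive means neither criterion met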
Target sequence (Q15084 whole entry, looked up): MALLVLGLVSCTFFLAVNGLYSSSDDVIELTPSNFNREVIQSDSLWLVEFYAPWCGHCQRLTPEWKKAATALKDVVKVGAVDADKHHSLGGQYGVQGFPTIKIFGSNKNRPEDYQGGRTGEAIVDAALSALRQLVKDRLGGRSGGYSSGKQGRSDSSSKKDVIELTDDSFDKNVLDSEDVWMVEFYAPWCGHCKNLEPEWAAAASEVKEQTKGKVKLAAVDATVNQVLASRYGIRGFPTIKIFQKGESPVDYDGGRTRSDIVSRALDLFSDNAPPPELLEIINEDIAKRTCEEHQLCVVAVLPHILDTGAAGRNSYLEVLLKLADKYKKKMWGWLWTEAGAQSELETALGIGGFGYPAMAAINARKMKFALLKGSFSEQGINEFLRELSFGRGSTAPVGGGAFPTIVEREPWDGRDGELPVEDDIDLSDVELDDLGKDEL
RAD54 inh = blocks human RAD54 Holliday junction branch migration | inhibition, % at 10.4 µM | AID 602329 | Q92698 | actives 0.14% (n = 360,000) | FAM/BHQ fluorescence;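 active means mean normalized replicate activity at least 40 and at least half of replicates scoring 40 or more; inconclusive means only one of the two criteria met; inactive means mean below 40 and under half of replicates reaching 40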;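 further: 0% = median of neutral control wells and 100% = median of positive control wells; inhibitors cause a drop in the FAM fluorescence signal; in these data hits start at about 50%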
RAD52 anneal inh = RAD52 (human) annealing inhibition | P43351 | recombinant RAD52 DNA annealing, FRET fluorescence | inhibition, % at 18.7 µM | actives 0.46% (n = 360,000);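 active means every replicate showing at least 50% inhibition; inconclusive means mean inhibition at least 50% but not in every replicate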
CASP6 VEID inh = blocks human caspase-6 cleavage activity | purified caspase-6, Z-VEID-R110 cleavage fluorescence | inhibition, % at 12.5 µM | actives 0.53% (n = 350,000) | AID 686996;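 active means mean inhibition across replicates at least about 35%, with every replicate also reaching that limit, limit read from the data; inconclusive means only one of the two criteria met; inactive means neither criterion met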;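 further: 0% = median of neutral control wells and 100% = no fluorescence left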
Active calls of the source: *; i = inactive; ? = inconclusive; / = not tested or not shown; & = joins results of further samples.

[1] O=C(Nc1cc(F)ccc1F)N[C@H]1CC[C@H](CCn2cc(C3CCCC3)nn2)O[C@H]1CO
[2] Nc1nc2sc3c(c2cc1C(=O)NCC(=O)O)CCCC3
[3] CS(=O)(=O)N(Cc1ccc(C(=O)N2CCc3ccccc3C2)cc1)c1ccccc1
[4] CC(=O)N(CCOc1ccccc1)CCOc1ccccc1
[5] N#Cc1ccccc1S(=O)(=O)N1CCN(C(=O)Cc2n[nH]c(=O)c3ccccc23)CC1
[6] O=C(N/N=C/C(c1ccccc1)c1ccccc1)c1ccccc1F
[7] CCn1c(=O)cc(OCC(=O)N2CCCC2)c2ccccc21
[8] Cc1ccccc1S(=O)(=O)N1[C@H](C#N)[C@H](c2ccc(C#CC3CCCC3)cc2)[C@H]1CO
Compound	1	2	3	4	5	6	7	8
PglD DTNB	/	2	/	/	-4	/	-3	/
ARNT TACC3 PPI	/	3	3	32	-10	8	-12	/
esBAF inh	/	-4	/	/	-1	/	-11	/
E-sel inducer	0.0	/	/	/	-0.3	3.6	0.1	0.6
ERp5 block	-7	-4	-1	1	4	-1	-5	-6
RAD54 inh	/	4	/	/	-5	/	2	/
RAD52 anneal inh	2	-8	-5	-1	-3	-11	1	-59
CASP6 VEID inh	1	1	2	0	2	-6	0	1

[9] O=c1c2ccccc2nc(SCCN2CCCCC2)n1CCc1ccccc1
[10] COc1cc(NC(=O)c2cccc3c(-c4cnn(C)c4)coc23)cc(OC)c1OC
[11] CC(NC(=O)COC(=O)c1ccc2c(c1)OCCO2)c1ccccc1 (centres undefined)
[12] CC1=NN(c2ccc(Cl)c(C(=O)O)c2)C(=O)/C1=C\c1ccc(-c2ccc(C(=O)O)cc2)o1
[13] CCOC(=O)CSCC(NC(=O)OC(C)(C)C)C(=O)OCC (centres undefined)
[14] Cc1ccc(C(=O)NCCN2C3=NC[C@@H](Cc4ccccc4)N3C[C@H]2Cc2ccc(O)cc2)cc1Br
[15] C[C@@H]1CCCCO[C@@H](CN(C)C(=O)Nc2ccc(C(F)(F)F)cc2)[C@@H](C)CN([C@H](C)CO)C(=O)c2cc(NC(=O)C3CCCCC3)ccc2O1
[16] CC(=O)Nc1ccc(SCC(=O)Nc2ccccc2N2CCOCC2)cc1
Compound	9	10	11	12	13	14	15	16
PglD DTNB	-7	0	-1	/	7	-2	1	-5
ARNT TACC3 PPI	/	/	-8	3	2	/	-2	0
esBAF inh	-1	12	-11	/	-10	5	1	7
E-sel inducer	/	-0.3	0.1	/	/	-0.2	-0.1	0.0
ERp5 block	-7	4	-5	1	/	-1	6	-2
RAD54 inh	4	5	-4	/	-10	0	6	-8
RAD52 anneal inh	-19	-10	-1	-40	/	49	-8	-36
CASP6 VEID inh	0	-1	-1	54*	/	6	-1	0

[17] CO[C@H]1CN(C)C(=O)c2cc(NS(C)(=O)=O)ccc2OC[C@H](C)N(Cc2cncnc2)C[C@H]1C
[18] C[C@@H]1CCCCO[C@@H](CN(C)S(=O)(=O)c2ccc(Cl)cc2)[C@H](C)CN([C@H](C)CO)C(=O)c2cc(NC(=O)C3CCCCC3)ccc2O1
[19] CCN(C(=O)Cc1c(C(=O)O)[nH]c2ccccc12)c1cc(OC)ccc1OC
[20] Cc1cc(NC(=O)Cc2c(C)[nH]c3ccccc23)ccc1Oc1cccnc1
[21] COc1ccccc1-c1ccc2c(c1)O[C@@H](CN(C)C(C)=O)[C@H](C)CN([C@H](C)CO)S2(=O)=O
[22] CCN(CC)C(=O)COc1coc(CN2CCN(c3ccc(F)cc3)CC2)cc1=O
[23] CN(CCO)CC(O)Cn1cnc2c1c(=O)n(C)c(=O)n2C (centres undefined) (tested in a mixture with another compound)
[24] O=C(Nc1cccc(O)c1)c1cnn2cccnc12
Compound	17	18	19	20	21	22	23	24
PglD DTNB	-2	2	2	/	-1	-3	-3	-3
ARNT TACC3 PPI	-4	11	-13	/	-8	-5	-1	-5
esBAF inh	-1	5	7	/	1	0	-3	36
E-sel inducer	-0.2	0.0	/	2.1	1.4	/	/	/
ERp5 block	2	3	/	-4	4	-2	/	5
RAD54 inh	-3	4	-13	/	0	7	-7	16
RAD52 anneal inh	-5	28	/	-61	12	-5	/	-21
CASP6 VEID inh	/	-1	/	-1	-3	-2	/	8

[25] O=[N+]([O-])c1ccc(N2CCN(Cc3ccc(Br)o3)CC2)cc1
[26] COc1cccc(CCN2CCC(CNS(=O)(=O)c3cc(-c4cc(C)no4)ccc3C)CC2)c1
[27] Clc1ccc(COn2nnc3ccccc32)c(Cl)c1
[28] CN1C(=O)c2cc(NC(=O)Cc3ccccc3)ccc2OC[C@H]2O[C@H](CC(=O)NCc3ccc(Cl)cc3)CC[C@H]21
[29] CC1(C(=O)NCc2ccccc2)CN(S(C)(=O)=O)CC(=O)N1Cc1cccs1 (centres undefined)
[30] C/C(O)=C\c1nc(=O)c2c(C)cc(C)nc2n1-c1ccccc1
[31] CCc1ccc(Nc2nnc(SCC(=O)Nc3ccc(C(=O)O)cc3)s2)cc1
[32] O=c1c(Oc2ccccc2F)coc2cc(OCc3cnn(-c4ccccc4)c3)ccc12
Compound	25	26	27	28	29	30	31	32
PglD DTNB	-2	0	4	0	/	-6	-6	/
ARNT TACC3 PPI	-6	3	/	/	/	-3	-10	2
esBAF inh	-8	3	?	3	/	2	/	/
E-sel inducer	/	/	/	0.0	-7.8	/	1.3	/
ERp5 block	1	3	7	/	1	/	2	-2
RAD54 inh	-2	7	0	-6	/	1	-5	/
RAD52 anneal inh	-6	-68	-2	/	-16	/	-21	-42
CASP6 VEID inh	2	0	0	/	-2	/	-1	-1

[33] CC1CC(C)(C)N2C(=O)C3(Nc4ccccc4S3)c3cccc1c32 (centres undefined)
[34] CC(C)(O)CNC(=O)Nc1ccc(Cl)c(Cl)c1
[35] Cc1c(Cc2ccccc2)c(=O)oc2c(C)c(OCC(=O)N3CCC(C(=O)O)CC3)ccc12
[36] O=C(NCCCNC(=O)c1ccc(Cl)cc1Cl)c1ccco1
[37] C[C@H]1COC(=O)[C@@H](Cc2ccc(F)cc2)CC/C=C\C[C@H](CC(=O)NCCO)C(=O)N1
[38] CCOC(=O)C1=C(C)N(C[C@@H]2CC[C@@H](Cc3ccc(-c4ccccc4)cc3)O2)C(=O)NC1c1cccc([N+](=O)[O-])c1 (some centres undefined)
[39] COC(=O)C1=CN(c2ccc(F)c(F)c2)C=C(C(=O)OC)C1c1ccc([N+](=O)[O-])cc1
[40] Cc1nc2ccccc2c(=O)n1CCCn1ccnc1
Compound	33	34	35	36	37	38	39	40
PglD DTNB	0	/	4	-7	9	-2	-3	-3
ARNT TACC3 PPI	7	3	18	-4	2	2	5	-31
esBAF inh	-1	/	2	-2	/	5	-3	-7
E-sel inducer	/	/	/	0.1	-0.2	-0.1	0.0	/
ERp5 block	/	6	2	-1	2	0	3	/
RAD54 inh	7	/	-5	-8	-9	0	1	-9
RAD52 anneal inh	/	-6	-12	-4	-5	-10	-14	/
CASP6 VEID inh	/	-3	-5	1	-3	-3	-2	/

3 compounds out of the list above, arranged by the value under RAD52 anneal inh, largest number first.
no.	compound	RAD52 anneal inh
36	O=C(NCCCNC(=O)c1ccc(Cl)cc1Cl)c1ccco1	-4
37	C[C@H]1COC(=O)[C@@H](Cc2ccc(F)cc2)CC/C=C\C[C@H](CC(=O)NCCO)C(=O)N1	-5
34	CC(C)(O)CNC(=O)Nc1ccc(Cl)c(Cl)c1	-6

Additional entries follow.
[41] O=C(NC1CC1)C1=C[C@@H](C2CCCCC2)C[C@@H](OCCCCO)O1
[42] CNC(=O)COC(=O)c1cc2c(C)nn(-c3ccc(F)cc3)c2s1
[43] C[C@@H]1CN([C@@H](C)CO)S(=O)(=O)c2ccc(C#Cc3ccc(F)cc3)cc2O[C@@H]1CN(C)S(C)(=O)=O
[44] COc1ccccc1-n1c(SCC(=O)NC2CCCC2)nc2cccnc21
[45] COc1ccc(S(=O)(=O)N2CCCC(C(=O)NCc3ccc4c(c3)OCO4)C2)cc1 (centres undefined)
[46] C[C@@H]1CN([C@H](C)CO)C(=O)c2cccc(NC(=O)C3CC3)c2O[C@@H]1CN(C)Cc1ccc(C(F)(F)F)cc1
[47] Cc1ccccc1S(=O)(=O)NCC[C@H]1CC[C@@H](NC(=O)C2CCC2)[C@H](CO)O1
[48] O=C(/C=C/c1ccccc1O)c1ccc(Cl)cc1
Compound	41	42	43	44	45	46	47	48
PglD DTNB	-1	-2	-1	1	0	8	2	/
ARNT TACC3 PPI	-8	-1	-2	-9	-14	-4	-61	-3
esBAF inh	-8	-6	-3	3	1	-2	5	/
E-sel inducer	-0.2	/	0.5	/	4.6	-0.6	-0.1	/
ERp5 block	-9&2	1	-2	/	6	15	-5	-5
RAD54 inh	-11	-3	3	1	0	-4	-5	/
RAD52 anneal inh	-11&-7	-2	6	/	-7	-5	-1	0
CASP6 VEID inh	0&3	0	0	/	3	0	-2	1

Shown with tabs: two of the compounds above.
No.	SMILES	PglD DTNB	ARNT TACC3 PPI	esBAF inh	E-sel inducer	ERp5 block	RAD54 inh	RAD52 anneal inh	CASP6 VEID inh
25	O=[N+]([O-])c1ccc(N2CCN(Cc3ccc(Br)o3)CC2)cc1	-2	-6	-8	/	1	-2	-6	2
26	COc1cccc(CCN2CCC(CNS(=O)(=O)c3cc(-c4cc(C)no4)ccc3C)CC2)c1	0	3	3	/	3	7	-68	0

(continued)
[49] Cc1nn(CC(=O)OCC(=O)c2ccc(OC(F)F)cc2)c(C)c1[N+](=O)[O-]
[50] CN1C(=O)c2cc(NS(C)(=O)=O)ccc2OC[C@@H]2O[C@@H](CC(=O)NCc3ccc(-c4ccccc4)cc3)CC[C@@H]21
[51] CO[C@H]1CN(C)C(=O)c2ccc(NC(C)=O)cc2OC[C@@H](C)N(C(=O)C2CCCCC2)C[C@@H]1C
[52] COc1ccc(C2=NN(C(=O)c3cccs3)C(c3ccccc3OC)C2)cc1OC (centres undefined)
[53] O=C(NCCN1CCOCC1)c1cc(-c2cccc(O)c2)on1
[54] O=C1CN(C(=O)COC(=O)c2oc3ccccc3c2COc2ccccc2)c2ccccc2N1
[55] COC(=O)c1cn(CC(=O)Nc2ccc(OC)cc2)c2ccccc12
[56] CC(C)(Cc1cc(CC(C)(C)C(=O)O)cc(C(C)(C)C)c1)C(=O)O
Compound	49	50	51	52	53	54	55	56
PglD DTNB	/	6	-2	2	1	3	-2	-2
ARNT TACC3 PPI	/	1	-4	-2	-7	-16	-2	-2
esBAF inh	-3	8	0	2	18	-2	-1	-1
E-sel inducer	/	0.1	-0.1	-2.5	/	/	/	/
ERp5 block	-6	-5	3	6	2	/	0	1&2
RAD54 inh	-11	-5	6	-3	11	-7	-2	-3
RAD52 anneal inh	-13	13	13	-2	-11	/	-9	-52&-3
CASP6 VEID inh	3	-51	3	5	-1	/	-4	1&6

[57] O=S(=O)(c1ccc(-c2ccccc2)cc1)N1CCCCC1
[58] N=C1/C(=C\c2coc3ccc(O)cc3c2=O)C(=O)N=C2SC=CN12
[59] CCOC(=O)C1CCN(C(=O)CN(C)S(=O)(=O)c2ccc3c(c2)c(=O)n(C)c(=O)n3C)CC1
[60] C=CCNC(=O)c1c(Cl)cnn1-c1ccc(C)cc1
[61] C[C@H](CO)N1C[C@H](C)[C@@H](CN(C)S(=O)(=O)c2ccc(F)cc2)Oc2ncc(/C=C/c3ccccc3)cc2C1=O
Compound	57	58	59	60	61
PglD DTNB	-4	/	1	/	-3
ARNT TACC3 PPI	-8	26	4	/	3
esBAF inh	-11	/	2	/	-10
E-sel inducer	/	-0.3	0.1	-1.0	-0.1
ERp5 block	0	1	-1	1	-4
RAD54 inh	-4	/	5	/	3
RAD52 anneal inh	1	i	1	1	17
CASP6 VEID inh	0	42*	4	-4	-2
